Screening data (PubChem BioAssay)
RMI FANCM FP = RMI-FANCM interaction inhibition. FP signal (polarization) at 33 µM. Fluorescence polarization, RMI core complex with F-MM2 peptide; active compounds read low. 70,000 tested, 0.58% active; in the data active = FP signal below about 40; also: inactives centre near 61; strong numbers were not always called active; unit not given here
An asterisk follows results filed as active; & = joins results of further samples. An excerpt, so the mix of outcomes need not match the whole.

SMILES | RMI FANCM FP
CC(=O)SCC(Cc1ccccc1)C(=O)NCC(=O)OCc1ccccc1 (configuration not stated) | 63&61
O=C(CCc1csc(NC(=O)Nc2ccccc2)n1)NCc1ccncc1 | 64
O=C(NCc1ccsc1)c1ccc(-c2ccccc2)cc1 | 70
COc1cc(/C=C/c2ccc3ccccc3[n+]2C)cc(OC)c1OC | 61
C#CCSc1ccccc1C(=O)O | 51
Clc1ccc(-c2nc(Cc3nc(-c4ccc(Cl)cc4)n4ccccc34)c3ccccn23)cc1 | 60
O=C(NCCCn1nc(-c2ccc(F)cc2)ccc1=O)Nc1cccs1 | 62
CC(C)C(=O)NCC1CN(c2ccc(F)cc2)C(=O)O1 (configuration not stated) | 63
CCc1c(C)nc(SCC(N)=O)[nH]c1=O | 62
CCOC(=O)c1c(NC(=O)c2cc(Cl)ccc2Cl)sc(C)c1C | 70
O=C(CC(c1ccccc1)c1ccccc1)NCCn1nc(-c2ccncc2)ccc1=O | 64
O=C(C[n+]1ccccc1)c1c(F)cccc1F | 51
Cc1cc(NC(=O)c2ccc(-n3nncc3C)cc2)no1 | 63
O=C1CC(c2ccc(C(F)(F)F)cc2)CC(=O)N1Cc1ccco1 | 58
COC(=O)c1cc(-c2cccn2C)n[nH]1 | 59
O=C(Cn1cnc2c(sc3ccccc32)c1=O)Nc1ccc(Br)cc1 | 111
N=C(N)SCc1c(F)cccc1Cl | 54
O=C(Nc1cccc(-c2ccc(N3CCOCC3)nn2)c1)c1ccc(F)c(F)c1 | 54
COc1cc(-c2noc(-c3cc(-c4ccccc4)n[nH]3)n2)cc(OC)c1OC | 95
O=C(NCc1ccccn1)C(=O)Nc1ccon1 | 52
O=C(c1ccco1)N1CCN(S(=O)(=O)c2c(Cl)cccc2Cl)CC1 | 50
CN(CC(=O)Nc1nccs1)S(=O)(=O)c1cccs1 | 56
O=C(O)CC(CC(=O)NCc1ccccc1)c1ccc(Br)cc1 (configuration not stated) | 66
Nc1c(C(=O)NCCC2=CCCCC2)c2nc3ccccc3nc2n1/N=C\c1ccccn1 | 71
Cn1nccc1C(=O)Nc1nc2ccc(S(C)(=O)=O)cc2s1 | 71

Gathered by group, those above with a Cl atom (4)
SMILES | RMI FANCM FP
Clc1ccc(-c2nc(Cc3nc(-c4ccc(Cl)cc4)n4ccccc34)c3ccccn23)cc1 | 60
CCOC(=O)c1c(NC(=O)c2cc(Cl)ccc2Cl)sc(C)c1C | 70
N=C(N)SCc1c(F)cccc1Cl | 54
O=C(c1ccco1)N1CCN(S(=O)(=O)c2c(Cl)cccc2Cl)CC1 | 50

Back to the main list, repeating the 4 entries before the break.
SMILES | RMI FANCM FP
CN(CC(=O)Nc1nccs1)S(=O)(=O)c1cccs1 | 56
O=C(O)CC(CC(=O)NCc1ccccc1)c1ccc(Br)cc1 (configuration not stated) | 66
Nc1c(C(=O)NCCC2=CCCCC2)c2nc3ccccc3nc2n1/N=C\c1ccccn1 | 71
Cn1nccc1C(=O)Nc1nc2ccc(S(C)(=O)=O)cc2s1 | 71
CC(C)(C)N(Cc1ccccc1)C(=O)CCCN1C(=O)/C(=C/c2cccs2)SC1=S | 59
C=CCn1c(SCC(=O)Nc2cccc(C(C)=O)c2)nc2scc(-c3ccco3)c2c1=O | 79
COc1cc(S(=O)(=O)NCCc2c(C)[nH]c3ccc(F)cc23)c(C)cc1C | 61
O=[N+]([O-])c1ccc(/C=N\Nc2nc(-c3ccccc3)c3cc(Cl)ccc3n2)o1 | 52
Cc1cc(NC(=O)/C=C/c2ccccc2)n(C)n1 | 61
CCCNC(=O)Cc1csc(SCC(=O)Nc2cccc(NC(C)=O)c2)n1 | 65
Cc1ccc(S(=O)(=O)c2c(C)cc(C)n(CC(=O)NCc3ccc(Cl)cc3)c2=O)cc1C | 69
COc1ccc(SCC(=O)Nc2nnc(-c3ccc(S(=O)(=O)N(C)C)cc3)o2)cc1 | 63
C=CCn1c(SCC(=O)Nc2ccc(Cl)c(C(F)(F)F)c2)nc2scc(-c3ccc(C)o3)c2c1=O | 99
O=C1c2ccccc2C(=O)N1CC1COc2ccccc2O1 (configuration not stated) | 52
Cc1ccc(/C=N\NC(=O)/C(=C/c2ccccc2Cl)NC(=O)c2ccccc2)o1 | 66
COc1nn(C)cc1-c1nnc(SCC(=O)NC(C)C)n1C | 63
C=CCn1c(SCC(=O)Nc2sc(-c3ccccc3)cc2C(N)=O)nc2sc(C)c(C)c2c1=O | 73
CC(C)(C)Sc1ccccc1/C=N\O | 51
COc1cccn(Cc2nnc(SCC(=O)c3ccccc3)o2)c1=O | 59
CCOc1ccc(CC(=O)Nc2nc3cc(OC)c(OC)cc3s2)cc1 | 61
CCn1nc(C)cc1C(=O)Nc1nc(-c2cccs2)cs1 | 66
COc1ccc(F)cc1S(=O)(=O)NCCn1ncccc1=O | 65
COc1ccc(CCNC(=O)COc2c(C)ccc(C)c2C)cc1OC | 66
Cc1ccc(C2CC(c3cccs3)=NN2C(=O)CSc2ncnc3ccccc23)cc1 (configuration not stated) | 72
O=C(NCCC1=CCCCC1)C(=O)Nc1cccc(Cl)c1 | 55
Cc1ccc(S(=O)(=O)N=S(c2ccc(C(=O)O)cc2)c2ccc(C(=O)O)cc2)cc1 | 60
CC(C)C(=O)Nc1ccc(S(=O)(=O)NCC(=O)N2CCOC(c3ccccc3)C2)cc1 (configuration not stated) | 71
O=C(NCC(c1ccsc1)N1CCOCC1)Nc1ccc(F)cc1 (configuration not stated) | 63
CCOC(=O)c1ccccc1N/C=C(/C#N)c1nc(-c2ccc(Cl)c(Cl)c2)cs1 | 74

Ordered by value in RMI FANCM FP (descending): three from the list above
Molecule,RMI FANCM FP
Cc1ccc(C2CC(c3cccs3)=NN2C(=O)CSc2ncnc3ccccc23)cc1 (configuration not stated),72
CCCNC(=O)Cc1csc(SCC(=O)Nc2cccc(NC(C)=O)c2)n1,65
O=C1c2ccccc2C(=O)N1CC1COc2ccccc2O1 (configuration not stated),52

(list continues)
SMILES | RMI FANCM FP
c1ccc(-c2cc3c(nn2)CCc2nonc2-3)cc1 | 60
N/C(=N/OC(=O)c1ncc(C(F)(F)F)cc1Cl)c1ccc(C(F)(F)F)cn1 | 58
CC(C)c1ccc(S(=O)(=O)NCC(c2ccsc2)N2CCCCCC2)cc1 (configuration not stated) | 64
Cc1cc(NC(=O)NNc2ccccc2)no1 | 48
CCOC(=O)c1c(NC(=O)c2ccc(Oc3ccccc3)cc2)sc(C)c1C | 73
O=C(CSc1nnc(CCn2ccc(=O)[nH]c2=O)o1)Nc1c(F)cccc1F | 63
O=S(=O)(Nc1cccc(-c2nnco2)c1)c1cc(C(F)(F)F)cc(C(F)(F)F)c1 | 44
CCOCCn1c(=NC(=O)c2ccnn2C)sc2cc(OCC)ccc21 | 68
Cc1ccc(C)c(C(=O)NCCN2CCN(c3ccccc3)CC2)c1 | 62
CCc1cnc2c(c1N1CCC(Cc3ccccc3)CC1)c(=O)n(C)c(=O)n2C | 51
c1ccc(CN2CCC(=NNc3nc4ccccc4s3)CC2)cc1 | 58
c1ccc(Oc2ccc(-c3cc(N4CCOCC4)n[nH]3)cc2)cc1 | 49
Cc1cc(C)c(S(=O)(=O)N2CCN(c3ccc(-c4ccco4)nn3)CC2)c(C)c1 | 69
Cn1c(NNC(=O)/C=C/c2ccc3c(c2)OCO3)cc(=O)n(C)c1=O | 59
COCCN(CCOC)S(=O)(=O)c1ccc(C(=O)Nc2nc(-c3ccccc3)c(-c3ccccc3)s2)cc1 | 58
O=C(N/N=C\c1ccc(Br)cc1)c1cnccn1 | 61
O=C(Cc1cc(=O)[nH]c(SCc2ccc(F)cc2)n1)NCc1ccncc1 | 60
Cc1cc(I)ccc1NC(=O)CC1Sc2ccc(C(F)(F)F)cc2NC1=O (configuration not stated) | 67
COc1ccc(-c2coc3cc(OC)cc(O)c3c2=O)cc1 | 59
Cc1c(C(=O)NN)nn(-c2ccc(C(C)(C)C)cc2)c(=O)c1C#N | 57
COc1ccc(CC(=O)Nc2cc(C)nn2-c2nc3c(F)cccc3s2)cc1 | 62
O=C(Nc1ccc(C(F)(F)F)cc1)C1CCN(c2ccc(-c3cccs3)nn2)CC1 | 58
O=C(COc1ccccc1)NCCCN1CCOC(c2ccccc2)C1 (configuration not stated) | 72
Cn1cc(C2=C(c3ccc(Cl)cc3Cl)C(=O)NC2=O)c2ccccc21 | 46
COc1ccc(CCNC(=O)c2ccc(NS(=O)(=O)c3cccc(Cl)c3)cc2)cc1OC | 62
The listing continues.
SMILES | RMI FANCM FP
CC(C)Cc1ccc(C(=O)CC(Sc2ccccc2N)c2ccc(C(F)(F)F)cc2)cc1 (configuration not stated) | 56
CCOc1ccccc1-c1nc(COC(=O)c2nnn(-c3ccc(OC)c(Cl)c3)c2C)c(C)o1 | 64
Cc1n[nH]c(C)c1S(=O)(=O)N1CCN(Cc2nc(-c3cccs3)cs2)CC1 | 60
Cc1cccc(Cn2cnc3c(cnn3CCNC(=O)CCC3CCCC3)c2=O)c1 | 68
COc1ccc(-c2coc3c(OC)c(O)ccc3c2=O)cc1 | 56
COc1ccc(-c2noc(C3CCN(S(=O)(=O)c4ccc(Cl)cc4)CC3)n2)cc1OC | 65
O=C(Cc1csc(Nc2cccc(Cl)c2)n1)NCCc1ccccc1 | 67
CCCNC(=O)C(=O)NCC1CCN(Cc2ccco2)CC1 | 68
O=c1ccn([C@@H]2O[C@H](COP(=O)(O)OP(=O)(O)OP(=O)(O)O)[C@@H](O)[C@H]2O)c(=O)[nH]1 | 56
CS(=O)(=O)c1ccc(-c2nnc(NC(=O)c3ccc([N+](=O)[O-])cc3)o2)cc1 | 53
CS(=O)(=O)c1ccccc1C(=O)Nc1nc2c(Cl)ccc(Cl)c2s1 | 58
COc1ccc(NC(=O)COc2cccc3ccc(N4CCCC(C)C4)nc23)cc1OC (configuration not stated) | 54
O=C(c1cccc(N2C(=O)CCC2=O)c1)N(CCn1cccn1)c1nc2ccccc2s1 | 64
CC(=O)c1c(-c2ccccc2)c2cc(Cl)ccc2[nH]c1=O | 60
O=C(CSc1nc(-c2ccccc2)cc(=O)[nH]1)Nc1oncc1-c1ccc(F)cc1 | 61
Cc1cc(NC(=O)CCCSc2ccc(NC(=O)c3ccc(F)cc3)nn2)no1 | 65
O=C(O)c1cc(=O)c2cccc(O)c2[nH]1 | 53
O=C(Cc1ccc(Cl)s1)Nc1nc2ccc3ccccc3c2s1 | 65
COc1ccccc1CCNC(=O)C(=O)Nc1cc(N2CCCS2(=O)=O)ccc1C | 85
CN(C)CCNC(=O)C(=O)Nc1ccccc1[N+](=O)[O-] | 54
CCOCC(=O)NCCCn1nc(-c2ccco2)ccc1=O | 66
COc1ccc(S(=O)(=O)C(CNC(=O)c2cc(OC)c(OC)c(OC)c2)c2ccco2)cc1 (configuration not stated) | 56
CC(=O)Nc1ccc(NC(=O)Cn2nc(-c3cccc([N+](=O)[O-])c3)ccc2=O)cc1 | 52
COc1ccc(Cl)cc1NC(=O)CC1CCCCN1S(=O)(=O)c1ccc(F)cc1 (configuration not stated) | 72
Cc1cc(NC(=O)CCS(=O)(=O)c2ccc(Cl)cc2)n(C(C)C)n1 | 67

An excerpt of these results, with each value named.
> CC(=O)c1c(-c2ccccc2)c2cc(Cl)ccc2[nH]c1=O
  RMI FANCM FP = 60

> O=C(CSc1nc(-c2ccccc2)cc(=O)[nH]1)Nc1oncc1-c1ccc(F)cc1
  RMI FANCM FP = 61

> Cc1cc(NC(=O)CCCSc2ccc(NC(=O)c3ccc(F)cc3)nn2)no1
  RMI FANCM FP = 65

Continued:
SMILES | RMI FANCM FP
N#C/C(=C\c1ccc(Cl)c(Cl)c1)C(=O)OCc1ccccc1 | 56
Cc1ccc(-c2ccc(N3CCN(C(=O)c4ccc(S(N)(=O)=O)cc4)CC3)nn2)cc1 | 56
C[C@H]1[C@@H](OC(=O)CCC(=O)O)O[C@@H]2OC3(C)CC[C@H]4[C@H](C)CC[C@@H]1[C@@]24OO3 | 58
COc1ccc(NC(=O)C2C(C=C(Cl)Cl)C2(C)C)cc1 (configuration not stated) | 62
C=CC(C)(C)OCC(O)Cn1cnc2ccccc21 (configuration not stated) | 58
O=C(O)C1CCCN1S(=O)(=O)c1ccc(F)c(Cl)c1 (configuration not stated) | 74
COc1ccc(C(C)=O)cc1CSC1=NCN(C)CN1 | 56
NC(=O)c1cccnc1Oc1ccc(Cl)cc1 | 60
Cc1ccc(C)c(COc2coc(CSc3nncn3C)cc2=O)c1 | 52
O=C(CCc1ccc(-c2ccccc2)o1)Nc1ccccc1F | 63
CC(=O)NC(O)C(=O)c1cccs1 (configuration not stated) | 59
CCc1cc(=O)[nH]c2nnc(SCC#N)n12 | 65
Nc1nc2cc3c(cc2s1)OCO3 | 55
CCCOc1ccc(-c2csc(NC(=O)Cc3ccc(S(=O)(=O)C(C)C)cc3)n2)cc1 | 70
COc1ccc(CCC(=O)NNC(=O)c2ccc(=O)n(Cc3ccc(Cl)cc3)c2)cc1 | 60
O=C1C=CC(=NOC(=O)c2ccc(Br)cc2)C=C1 | 59
CCS(=O)(=O)N1CCN(c2ccc3nnc(C)n3n2)CC1 | 65
COc1ccc(C(CNC(=O)c2ccc(F)c(F)c2)N2CCOCC2)cc1 (configuration not stated) | 50
Nc1nnc(SCC(=O)c2ccc(F)cc2)s1 | 66
O=C(O)CC1SC(c2ccc(Oc3ccc(C(F)(F)F)cn3)cc2)=NC1=O (configuration not stated) | 54
Cn1c(SCC(=O)Nc2cccc(C(F)(F)F)c2)nnc1-c1cccn(C)c1=O | 64
CCOc1ccc(CC(=O)NCCSc2ncc(-c3ccc(Cl)cc3)[nH]2)cc1 | 51
COc1ccc2nc(-n3nc(C)cc3NC(=O)c3ccc(N(C)C)cc3)sc2c1 | 67
Cc1ccc(CNC(=O)C(=O)NCC2CCN(Cc3ccccc3)CC2)cc1 | 77
O=C(NCc1ccc(S(=O)(=O)Nc2ccc3c(c2)OCCO3)s1)c1ccccc1 | 65
CN1C(=O)c2cccc(NC(=O)c3ccc(N(C)C)cc3)c2C1=O | 68
Cc1cc(C(=O)Nc2cccc3c2C(=O)NC3=O)no1 | 65
COc1ccccc1CNC(=O)CSc1ccc(-c2ccco2)nn1 | 56
